Compound activity as filed in PubChem.
mcGAS lum: blocks mouse cGAS activity; recombinant cGAS, Kinase-Glo ATP depletion luminescence; Q8C6L5; inhibition, % at 12.5 µM; 160,000 tested, 0.15% active;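 further: 0% = negative control wells and 100% = reference inhibitor with no enzyme activity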
NPYLR7 ag: activates Aedes aegypti NPYLR7 receptor; HEK293T NPYLR7/Galpha15, GCaMP6s calcium fluorescence; activation, % at 10 µM; 270,000 tested, 0.15% active; AID 1259423; in the data active means activation above about 40%;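 further: 0% = vehicle and 100% = reference agonist at the receptor; some compounds past the cut are filed as inactive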
hcGAS lum: human cGAS inhibition. recombinant h-cGAS, ATP depletion, Kinase-Glo luminescence. inhibition, % at 12.5 µM. 290,000 tested, 0.081% active. AID 1259398;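 further: 0% = vehicle reaction and 100% = reaction without DNA for no activity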
Target sequence (Q8N884 whole entry, looked up): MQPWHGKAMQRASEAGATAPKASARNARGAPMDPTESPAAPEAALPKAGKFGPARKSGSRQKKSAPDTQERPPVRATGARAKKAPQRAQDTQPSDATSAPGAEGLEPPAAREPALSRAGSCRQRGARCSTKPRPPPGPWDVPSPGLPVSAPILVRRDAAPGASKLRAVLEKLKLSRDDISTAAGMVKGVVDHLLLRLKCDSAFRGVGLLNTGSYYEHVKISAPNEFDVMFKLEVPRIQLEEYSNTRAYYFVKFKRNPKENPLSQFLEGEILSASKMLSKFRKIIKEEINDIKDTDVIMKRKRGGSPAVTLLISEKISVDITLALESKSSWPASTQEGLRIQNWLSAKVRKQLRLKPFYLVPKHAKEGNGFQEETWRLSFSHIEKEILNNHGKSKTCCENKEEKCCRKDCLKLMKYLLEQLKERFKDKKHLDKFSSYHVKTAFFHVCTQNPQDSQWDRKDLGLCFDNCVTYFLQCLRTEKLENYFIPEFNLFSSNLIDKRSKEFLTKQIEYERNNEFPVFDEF
Starred values were filed as active, the others as inactive; x = no result given; & = joins results of further samples. Unless noted, no stated cut-off is given here; in the data, active means inhibition above about 40%; inactive means the rest.

SMILES | mcGAS lum | NPYLR7 ag | hcGAS lum
CC(=O)Nc1ccc(CN2C(=O)C(Cc3ccccc3)ON=C2C)cc1 (stereo not given) | x | 7 | -3
Cc1nn(Cc2nnc(SCC(=O)O)n2C)c(C)c1C | -12 | 5 | -6
C[C@H](C(=O)N[C@@H]1CCCc2ccccc21)N1Cc2ccc(-c3ccnn3C)nc2C1=O | -8 | 6 | -5
COc1ncccc1C(=O)N1CCC(n2nccc2NC(=O)CCCc2ccccc2)CC1 | -10 | 10 | -9
CCCc1ccc(N2CC(C(=O)Nc3cccc(C)n3)CC2=O)cc1 (stereo not given) | -9 | -3 | -7
COc1ccc(-c2nnc(NC(=O)C(C)NS(=O)(=O)c3ccc(Cl)cc3)s2)cc1 (stereo not given) | -5 | 34 | -8
CC(NS(=O)(=O)N1CCCCC1C)c1cccs1 (stereo not given) | x | 2 | -2
Cn1c(-c2ccccc2Cl)nn(CN2CCC(C(=O)c3ccccc3)CC2)c1=S | -9 | 8 | -9
CCOC(=O)c1c(-c2cccs2)csc1NC(=O)c1cc2ccccc2oc1=O | -10 | 2 | -6
O=c1c2c3c(sc2nc2c4ccccc4c4nnnn4n12)CCCC3 | -7 | 4 | -2
CCOC(=O)N1CCC(NC2CCN(c3ccc(C(=O)NCCN4CCOCC4)cc3)CC2)CC1 | -9 | 13 | -3
CCN1Cc2ccccc2CC1C(=O)N(C)Cc1n[nH]c2c1CCC2 (stereo not given) | -12 | -3 | -4
Cc1cc(C)c(S(=O)(=O)Nc2nc(C(F)(F)F)cs2)c(C)c1 | -3 | -5 | 3
COc1cccc(CN(CC2CC(c3cccc(F)c3)=NO2)C(=O)C2CC2)c1 (stereo not given) | -6 | 16 | -5
CCC(=O)N[C@@H]1c2ccccc2C2(CCN(C/C=C/c3ccc(O)c(OC)c3)CC2)[C@H]1OC | x | 5 | -1
O=C(NCCc1nc2ccccc2s1)C1CC2COCC(C1)C2=O (stereo not given) | x | 1 | -5
Cc1cc(Br)cc2c(N=Nc3cccc4cccnc34)c(O)[nH]c12 | -1 | -2 | 2
CSc1ccc(C2c3cc4c(cc3OC(=N)C2C#N)OCO4)cc1 (stereo not given) | x | 3 | -11
CCOCc1cc(CNC(C)c2cnn(-c3cccc(F)c3)c2C)ccc1OC (stereo not given) | -11 | x | -6
COc1ccc(Cl)c(C2=NOC(C(=O)NCCC(=O)NCc3ccccn3)C2)c1 (stereo not given) | -3 | -1 | 0
Cc1c[nH]c(=O)n1-c1ccc(C(=O)OCc2nc3ccccc3o2)cc1 | 5 | 0 | 6
Cc1cc(O)c(C(c2cccnc2)N2CCN(c3ccccc3F)CC2)c(=O)n1Cc1ccccc1 (stereo not given) | x | 12 | 0
Cc1nc2ccc(Cl)cc2c(-c2ccccc2F)c1C(=O)N(C)C | x | 7 | -8
CC(=O)N[C@@H]1CCCCC1NC(=O)C1CCCN(C(=O)C(C)(C)CCl)C1 (stereo not given in full) | -10 | x | -5
COC(=O)c1c(NC(=O)CNc2ccccc2I)sc(C)c1C | x | 13 | -11
CN(CCOc1ccc(Cl)cc1)CC(=O)Nc1cc(F)ccc1F | x | -1 | -7
COc1cccc(CN2CCN(c3noc(C(C)C)n3)CC2)c1F | x | -1 | 0
Cc1ccc(C(=O)OCc2cc(C)on2)c(O)c1 | -3 | 0 | -8
OCCC#Cc1ccc(C2NCCc3[nH]cnc32)cc1 (stereo not given) | 0 | 1 | -2
CNc1ccc(C(O)(c2ncnn2C)C(F)(F)F)cc1 (stereo not given) | x | 0 | -8
CC(C)N(Cc1nnc(-c2ccccc2Cl)o1)C(=O)C1CC=CCC1 (stereo not given) | x | 8 | -9
CC1=C(C(=O)N2CCc3c(cc(-c4cccc5nc(C)ccc45)c(=O)n3CC3CC3)C2)OCCO1 | -6 | 29 | -30
CCN(CC(O)COCc1ccco1)CC1CC(c2ccc(OC)cc2)=NO1 (stereo not given) | -3 | -2 | 0
CN1CCN2CCN(Cc3ccccc3Cn3cccn3)CC2C1 (stereo not given) | x | 7 | -7
Cc1ccc(S(=O)(=O)NCc2ccccc2)cc1 | x | -9 | -4
CC(C)=CCOc1cccc(C(=O)NCc2ccon2)c1 | x | 6 | -4
CC(C(=O)NC(N)=O)N1C(=O)NC(c2ccccc2)(c2ccccc2)C1=O (stereo not given) | x | 5 | -9
COc1ccc(CCN(C)C(=O)CCC(=O)c2ccc(SC)cc2)cc1OC | -4 | -5 | -5
O=C(Cn1c2[n+](c3ccccc31)CC(O)CS2)c1ccccc1 (stereo not given) | x | 0 | -4
Cc1c(C)n2c3c(=O)n(CC=Cc4ccccc4)c(=O)n(C)c3nc2n1C1CCCC1 | -8 | 3 | -9
CSCC(=O)Nc1n[nH]c(-c2cccc(Cl)c2)n1 | x | -9 | 5
C=CCC(CC=C)C(=O)Nc1ccc(-c2ncc(C(C)C)o2)cc1 | x | 9 | -6
Cn1c(=O)[nH]c(=O)c2c1nc1n(CCN3CCOCC3)c(-c3ccccc3)cn21 | -2 | 4 | 1
S=P(N1CC1)(N1CC1)N1CC1 | x | -5 | 5
O=C(NC1CCCCCCC1)c1cccc(-n2cnnn2)c1 | x | 1 | -11
Cc1ccc(CNC(=O)COc2ccccc2C2SCCS2)cc1 | x | 10 | -1
CCc1c(C)nc(-n2nc(C)cc2C)n(CC(=O)Nc2ccc(F)cc2)c1=O | -8 | -1 | -6
COc1cccc(N2C(=O)N(Cc3cccc(C#N)c3)c3ccccc3S2(=O)=O)c1 | x | 3 | -6
COC(=O)c1cc(-c2ccc(OC)c(C)c2)nc2c1c(C)nn2C1CCS(=O)(=O)C1 (stereo not given) | x | 10 | -12
CCC(NC(=O)Cc1c[nH]c(=O)n(C)c1=O)c1cc(C)ccn1 (stereo not given) | x | -6 | -4
Later entries.
SMILES | mcGAS lum | NPYLR7 ag | hcGAS lum
CCc1ccc(-c2nccn2CC(C)Oc2cccnc2)nc1 (stereo not given) | x | 3 | -6
CCN1CCN(Cc2cncc(-c3ccc4ccccc4c3)c2)CC1 | 0 | x | 1
COC(C)c1cccc(NC(=O)c2cccc3c2OCCO3)c1 (stereo not given) | x | 6 | -8
Cc1ccc2nc(C)c(C(=O)NCc3nc(-c4ccccn4)no3)cc2c1 | -12 | -1 | -11
Cc1cccc(CC(CC(=O)N2CCC3(CC2)CC(=O)c2cc(F)ccc2O3)C(=O)N2CCC3(CC2)CC(=O)c2cc(F)ccc2O3)c1 (stereo not given) | -4 | -6 | -5
Cc1ccc2nc(C)c(C(=O)N(Cc3cnn(C)c3)CC(C)C)cc2c1 | -7 | -1 | -2
C#CCN(Cc1ccc(F)cc1)C(=O)Nc1cc(C)nn1C | x | 1 | -9
COC(=O)c1cc(-c2ccc(OC)cc2)n[nH]1 | -7 | 1 | -6
O=P1(NCCCn2ccnc2)C=C(c2ccccc2)OC(c2ccccc2)=C1 | x | -2 | 6
O=C(NCc1ccc(-c2ccccc2)cc1)c1cc2n(n1)CCN(Cc1cccc(Cl)c1)C2=O | -4 | 14 | -2
CCc1ccc(OCCN(C)C(=O)CC2=CCNCC2)cc1 | x | 17 | -4
CCCNC(=O)c1cc(-c2ccccc2OC)nc2cc(-c3ccccc3)nn12 | -6 | -1 | -6
CSCCCNC(=O)c1ccc(-c2ccc(F)cc2)s1 | -7 | 0 | -8
CCOc1ccc2c(c1)CN(CCCc1nc(C)no1)CC2 | x | 1 | -11
Cc1cc(C(=O)NNC(=O)CCC2CCCCC2)c(C)o1 | -2 | 4 | 0
Cn1nc(C(=O)O)c2c1CCN(C(=O)CSC13CC4CC(CC(C4)C1)C3)C2 | -10 | 4 | -4
COc1ccc(Br)cc1-c1nnc2n(CC(C)C)c3c(=O)n(C)c(=O)n(C)c3n12 | x | 4 | -4
COc1ccc(C(=O)N2CCCN(Cc3cc(=O)c(OCc4ccc(C(C)(C)C)cc4)co3)CC2)cc1OC | -5 | 18 | -10
O=C(c1ccc(-n2cnnc2)cc1)N1C[C@H]2CC=CC[C@H]2C1 | -13 | x | -7
CCOc1ccc(N2C(=O)CC(NCCc3ccc(Cl)cc3)C2=O)cc1 (stereo not given) | -5 | -9 | -4
Cc1ccc(S(=O)(=O)N2CCN(C(=O)c3ccoc3C)CC2)c(C)c1 | x | 11 | -4
CC1CCN(CCNc2nc(-c3ccncc3)nc3ccccc23)CC1 | -3 | 8 | 5
Cc1[nH]cnc1-c1nccn1C(Cc1ccccc1)C(=O)O (stereo not given) | -14 | 2 | -6
CCCCC(=O)Nc1nnc(N2CCOCC2)s1 | -2 | x | 10
Cc1nc2c(O)cccc2c(=O)[nH]1 | x | -13 | -3
COc1ccc(-c2cccc(-n3cncc3C(=O)NCc3cnc(C)cn3)c2)cc1OC | -9 | 27 | -7
Cc1nn(C)c(C)c1C(=O)N1CCC2(CC1)C(=O)NCCCN2C | -3 | x | 0
CN(C)CC1COCCN(Cc2c(-c3ccccc3)nc3ncccn23)C1 (stereo not given) | x | 8 | -4
NC(=O)Nc1ccc(NC(=O)C2C3CC4CC(C3)CC2C4)cc1 (stereo not given) | x | 11 | -9
C=CCN(Cc1nccn1Cc1ccccc1)C(=O)c1ccc(Cl)cc1 | -3 | 19 | -4

Looked up one by one from the entries so far (4):
SMILES | mcGAS lum | NPYLR7 ag | hcGAS lum
C=CCN(Cc1nccn1Cc1ccccc1)C(=O)c1ccc(Cl)cc1 | -3 | 19 | -4
Cc1nc2c(O)cccc2c(=O)[nH]1 | x | -13 | -3
COc1ccc(-c2cccc(-n3cncc3C(=O)NCc3cnc(C)cn3)c2)cc1OC | -9 | 27 | -7
Cc1[nH]cnc1-c1nccn1C(Cc1ccccc1)C(=O)O (stereo not given) | -14 | 2 | -6

The list goes on:
SMILES | mcGAS lum | NPYLR7 ag | hcGAS lum
Cc1cc2c(=O)n(Cc3ccco3)c(SCC(=O)Nc3nccs3)nc2s1 | -2 | 3 | -5
CCN(CC(=O)Nc1ccc(NC(C)=O)cc1)Cc1cccc(F)c1F | x | 2 | -9
COc1cccc(-c2nccn2CCc2ccco2)c1OC | x | 4 | -2
CC(C)C(=O)N1CCC(C(=O)Nc2ccc(Br)cc2C(F)(F)F)CC1 | x | 0 | -7
CN(CCn1ccc2ccccc21)C(=O)CN1CCOC1=O | x | 0 | 2
N#CC(C#N)c1nc2ccccc2nc1-[n+]1cccc(NC(=O)c2ccc(Br)o2)c1 | -4 | 11&2 | -13&-21
COc1nccnc1NS(=O)(=O)c1ccc(N=Cc2c(C)[nH]n(-c3ccc(Cl)cc3)c2=O)cc1 | 4 | -3 | 8
O=C(NCC(F)(F)F)C1CSCN1C(=O)c1ccccc1Cl (stereo not given) | -8 | 13 | -5
Cn1cnnc1Sc1ccc(CN2CCc3c([nH]c4ccccc34)C2c2ccccn2)o1 (stereo not given) | 0 | -6 | 6
COCC(=O)Nc1ccccc1-c1ccc(OC)c2nc(C)ccc12 | -15 | 8 | -3
Cc1ccc(C2C3CSCC=C3C(C#N)C(=N)C2(C#N)C#N)cc1 (stereo not given) | x | 7 | -13
COc1ccc(-c2ccc3nnc(-c4ccc(OCCCN(C)C)cc4)n3c2)cc1 | -7 | 6 | -2
CC(C)O[C@H]1CN(C(=O)c2cccc(CC3CCNCC3)c2)C[C@@H]1O | x | 6 | -5
CCn1c(C2CCCNC2)nn(CCOc2ccc(C)cc2C)c1=O (stereo not given) | 2 | -3 | 4
CC(C)CC(=O)N1C[C@H](C(N)=O)[C@H]2c3ccccc3N(CCO)C(=O)[C@]21C | -6 | 26 | 9
Cc1cccc(C)c1N=c1scc(C)n1N1CCOCC1 | -8 | -3 | -7
O=C(O)C1CCN(c2nc(Cc3ccc(Cl)cc3)ns2)CC1 | x | -2 | -4
CCn1c(SCc2cc(=O)n3cc(Br)ccc3n2)nc2ccsc2c1=O | x | -1 | -1

Among those listed so far, 12 have an NH in an aromatic ring.
SMILES | mcGAS lum | NPYLR7 ag | hcGAS lum
CCN1Cc2ccccc2CC1C(=O)N(C)Cc1n[nH]c2c1CCC2 (stereo not given) | -12 | -3 | -4
Cc1cc(Br)cc2c(N=Nc3cccc4cccnc34)c(O)[nH]c12 | -1 | -2 | 2
Cc1c[nH]c(=O)n1-c1ccc(C(=O)OCc2nc3ccccc3o2)cc1 | 5 | 0 | 6
OCCC#Cc1ccc(C2NCCc3[nH]cnc32)cc1 (stereo not given) | 0 | 1 | -2
CSCC(=O)Nc1n[nH]c(-c2cccc(Cl)c2)n1 | x | -9 | 5
Cn1c(=O)[nH]c(=O)c2c1nc1n(CCN3CCOCC3)c(-c3ccccc3)cn21 | -2 | 4 | 1
CCC(NC(=O)Cc1c[nH]c(=O)n(C)c1=O)c1cc(C)ccn1 (stereo not given) | x | -6 | -4
COC(=O)c1cc(-c2ccc(OC)cc2)n[nH]1 | -7 | 1 | -6
Cc1[nH]cnc1-c1nccn1C(Cc1ccccc1)C(=O)O (stereo not given) | -14 | 2 | -6
Cc1nc2c(O)cccc2c(=O)[nH]1 | x | -13 | -3
COc1nccnc1NS(=O)(=O)c1ccc(N=Cc2c(C)[nH]n(-c3ccc(Cl)cc3)c2=O)cc1 | 4 | -3 | 8
Cn1cnnc1Sc1ccc(CN2CCc3c([nH]c4ccccc34)C2c2ccccn2)o1 (stereo not given) | 0 | -6 | 6

Compounds as they come; overall some 0.26% were active at least once.
